HGIII-sPLA2 inh = Blocks human group III sPLA2 activity. QFRET BODIPY PC-A2 liposome hydrolysis, fluorescence. inhibition, % at 12.2 µM. 370,000 compounds, 0.56% hits. AID 743126;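 active means inhibition above mean plus 3 SD of compounds lying within the high and low control bounds, cut at about 19% in these data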;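 further: 0% = median of test compound wells and 100% = no enzyme DMSO wells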
Target sequence (Q9NZ20 whole entry, looked up): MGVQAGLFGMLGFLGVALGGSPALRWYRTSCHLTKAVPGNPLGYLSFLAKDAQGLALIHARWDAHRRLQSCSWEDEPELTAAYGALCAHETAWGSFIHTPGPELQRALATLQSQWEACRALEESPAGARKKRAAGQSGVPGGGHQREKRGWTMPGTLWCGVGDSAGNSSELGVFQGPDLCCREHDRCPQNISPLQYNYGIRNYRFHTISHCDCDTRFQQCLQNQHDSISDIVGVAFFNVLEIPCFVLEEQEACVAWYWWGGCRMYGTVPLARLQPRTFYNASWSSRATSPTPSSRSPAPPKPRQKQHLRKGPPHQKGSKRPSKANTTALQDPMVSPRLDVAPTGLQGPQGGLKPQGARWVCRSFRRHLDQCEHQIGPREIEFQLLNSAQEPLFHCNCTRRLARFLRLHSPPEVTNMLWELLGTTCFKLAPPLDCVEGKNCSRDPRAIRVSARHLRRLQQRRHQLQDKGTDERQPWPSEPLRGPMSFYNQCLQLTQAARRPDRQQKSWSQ
SMARCA2 activ = increases SMARCA2 function in MMTV reporter cells; activation, % at 9.1 µM; MG213 cells, MMTV-luciferase reporter, dexamethasone, overnight; AID 652017; 370,000 compounds, 1% hits; in the data active means activation above about 7.8%;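 further: 0% = vehicle wells and 100% = reference activator wells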
PLC-beta3 inh = inhibitors of human phospholipase C beta3. Q01970. Purified PLC-beta3, fluorogenic substrate, fluorescence. inhibition, % at 12.2 µM. 370,000 compounds, 0.18% hits. AID 720704; in the data active means inhibition above about 11%;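 further: 0% = median of compound wells on plate and 100% = full blocker control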
GAA850 FXN act = frataxin GAA850 promoter activation. HEK293 lucGAA850 FXN promoter luciferase reporter, 24 h; percent of 10 µM SAHA response. activation, % at 6 µM. 360,000 compounds, 0.56% hits;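 active means activation above the average of all compounds screened plus 3 SD, cutoff fixed separately per campaign, cut at about 7.5% in these data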;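 further: 0% = DMSO wells and 100% = 10 µM SAHA wells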
Rev-erbA mod = modulators of human Rev-erb alpha DNA binding. P20393. 370,000 compounds, 0.79% hits. Rev-erbα–FITC-DNA binding, fluorescence polarization, 90 min. activity, % at 10 µM;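 active means activity above about 14%, limit read from the data; passing the limit was not always enough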;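 further: 0% = DMSO wells with 35 nM protein and 100% = DMSO wells with 750 nM protein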
ssDAF-12 act = activators of S. stercoralis DAF-12 nuclear receptor; activation, % at 6.8 µM; HEK293 ssDAF-12/GRIP1 lit1-tk-luc reporter, luminescence; % of 3 µM dafachronic acid response; 370,000 compounds, 1% hits;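 active means activation above the mean over all tested compounds plus 3 SD, cut at about 0.9% in these data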;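 further: 0% = DMSO-only wells and 100% = 3 µM delta7-dafachronic acid wells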
hgDAF12 agonist = activates the H. glycines DAF-12 receptor ligand-binding domain. 370,000 compounds, 1.8% hits. HEK293 GAL4-hgDAF12 UAS-luciferase reporter, agonist luminescence; normalized to butyrate control. activation, % at 6.8 µM;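 active means activation above a cutoff set at the mean of all screened compounds plus 3 SD, cut at about 10% in these data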;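 further: 0% = DMSO wells and 100% = sodium butyrate wells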
DAX1 inh-1 = inhibitors of human orphan nuclear receptor DAX1 (NR0B1); HEK293 Gal4-DAX1 luciferase reporter, luminescence; inhibition, % at 6.75 µM; AID 504766; 340,000 compounds, 0.99% hits; P51843;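 active means inhibition above the mean over all tested compounds plus 3 SD, cut at about 4.2% in these data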;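 further: 0% = DAX1-transfected cells with DMSO and 100% = empty-vector control cells with DMSO; inhibition shows as a rise in luminescence from relieved DAX1 repression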
Target sequence (P51843 207-470 limits assumed): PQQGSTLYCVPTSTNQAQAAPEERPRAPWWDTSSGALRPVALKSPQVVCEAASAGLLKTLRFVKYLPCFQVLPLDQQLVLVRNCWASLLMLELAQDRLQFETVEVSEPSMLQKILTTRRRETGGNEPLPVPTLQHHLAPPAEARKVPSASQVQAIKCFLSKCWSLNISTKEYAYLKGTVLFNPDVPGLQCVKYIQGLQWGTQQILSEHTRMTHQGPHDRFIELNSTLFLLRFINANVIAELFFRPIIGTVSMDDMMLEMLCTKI
hcDAF12 agonist = H. contortus DAF-12 activation, primary screen; HEK293 hcDAF-12 lit1-tk-luc reporter, luminescence; 0% DMSO, 100% Δ7-dafachronic acid; activation, % at 6.8 µM; 370,000 compounds, 1.4% hits;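 active means activation above the mean of all tested compounds plus 3 SD, cut at about 5.5% in these data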;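 further: 100% = response to 3 µM Δ7-dafachronic acid high control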
PG9 Ab binder = small molecules binding HIV-1 gp120 antibody PG9. inhibition, % at 6.7 µM. 360,000 compounds, 0.43% hits. TR-FRET gp120-PG9 antibody binding; in the data active means inhibition above about 8.5%
DAX1 inh-2 = inhibitors of DAX1 repression of SF-1 activated StAR promoter; HEK293T StAR-luciferase reporter, SF-1/DAX-1 repression relief; inhibition, % at 6.8 µM; 370,000 compounds, 1.1% hits; AID 652010;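 active means inhibition above the mean over all tested compounds plus 3 SD, cut at about 3.6% in these data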;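 further: 0% = DAX-1 cells with DMSO and 100% = cells lacking DAX-1 with DMSO; higher inhibition means more luminescence from relief of DAX-1 repression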
Starred values were filed as active, the others as inactive; nt = no result given.

SMILES	HGIII-sPLA2 inh	SMARCA2 activ	PLC-beta3 inh	GAA850 FXN act	Rev-erbA mod	ssDAF-12 act	hgDAF12 agonist	DAX1 inh-1	hcDAF12 agonist	PG9 Ab binder	DAX1 inh-2
COC(=O)Nc1ncc(CN2CCc3ccccc3C2)s1	12.1	1.6	-3.0	2.7	-1.2	-0.7	-1.0	0.2	1.2	1.3	1.4
O=C(COc1ncnc2sccc12)N1CCc2ccccc2C1	9.9	-1.1	-0.7	-0.8	-8.4	-0.7	-0.4	2.9	-0.7	0.9	-0.8
O=C(NCC(c1ccco1)N1CCc2ccccc2C1)c1ccc(Br)cc1 (centres undefined)	-6.5	0.3	-10.1	0.6	-1.8	-0.9	3.8	-0.2	0.2	1.4	0.1
CCCOCc1ccc(O)c2ncccc12	-1.3	0.6	-5.3	0.5	-2.9	-0.8	12.3*	0.9	1.0	1.0	-0.1
CCOC(=O)C(NC(=O)Nc1ccc(F)cc1)(OCC)C(F)(F)F (centres undefined)	0.7	1.2	3.0	2.0	3.0	-0.8	1.1	-0.1	-1.7	-0.7	0.2
COc1ccc(C(=O)Nc2cc(OC)c(Cl)cc2OC)cc1	1.2	2.3	1.3	3.3	-8.8	0.0	1.5	1.2	5.1	-0.2	0.6
CCCOC(=O)C1C2C=CC3(CN(c4cccc(Cl)c4)C(=O)C13)O2 (centres undefined)	-0.9	-0.1	1.7	1.0	5.2	-1.0	-2.9	1.3	-1.7	-2.4	-0.5
Cc1cc(C)cc(Cn2c(C)c(C(=O)N(C)Cc3ccc(F)cc3)sc2=O)c1	-6.7	-1.3	-1.3	-1.0	6.5	-1.9	-0.1	nt	-2.7	-0.4	-1.0
CCOC(=O)c1c(N)nn(C(=O)CC)c1-c1ccccc1	-0.9	0.0	-0.6	2.2	1.3	-0.8	1.6	-0.2	-1.8	0.0	-0.4
COc1ccc(NC(=O)c2cc(C3CCCCN3C(=O)OCC(C)C)on2)c(C)c1 (centres undefined)	-9.3	-2.3	1.6	-0.3	2.5	-1.0	1.0	nt	-1.4	0.5	-0.2
O=C(NCC(=O)N(Cc1cccs1)C(C(=O)NC1CCCCC1)c1cccnc1)c1ccco1 (centres undefined)	0.8	-1.2	-18.6	0.4	2.5	-0.8	0.5	1.1	-0.3	1.7	-0.3
COc1ccc(OCC(=O)NC(=S)N2CCCc3ccccc32)cc1	16.2	0.7	-22.2	-0.2	1.6	-1.7	0.7	1.2	1.4	1.6	0.2
O=C(c1ccc(Br)cc1)c1cn[nH]c1-c1ccccc1O	-84.0	0.9	-3.2	0.6	0.9	-1.1	1.5	-1.7	-0.4	0.3	-0.3
CCC(Sc1nncn1C)C(=O)Nc1cc(C)on1 (centres undefined)	9.6	-5.1	6.7	1.7	2.9	-0.8	2.0	-0.9	-0.4	-3.8	0.6
C=C(C)CSc1nc2ncc(Cl)cc2[nH]1	6.0	0.1	-4.7	0.8	-1.9	-0.8	0.3	-0.2	-0.2	-3.5	-0.2
Cc1cc2cc(C)c3nnc(SCC(=O)N4CCN(C(=O)c5ccco5)CC4)n3c2cc1C	-2.5	-1.8	0.3	-0.8	-1.8	-1.6	-1.6	-1.3	-3.3	-2.0	-0.5
O=C(CN1CCCCCC1)Nc1ccccc1OC(F)F	3.8	0.4	1.9	0.3	-6.3	-1.1	-0.8	1.2	-0.8	-0.8	0.4
Cc1ccc(N=C2CCCCCN2C)c(C#N)c1	-2.0	0.2	0.9	-1.1	-3.6	-1.3	-1.1	-0.7	-1.0	-2.4	-0.7
CN(C)C(=O)CSc1n[nH]c(=O)[nH]c1=O	3.9	0.5	2.3	0.4	-3.9	-1.3	-2.4	-0.4	0.8	0.0	-0.5
O=C(Nc1cccnc1Cl)C1c2ccccc2Oc2ccccc21	-1.2	-1.5	0.8	0.9	3.8	-1.8	-3.1	0.9	-2.3	-1.1	-0.5
Cc1ccc(N(CC(O)Cn2nc(C)cc2C)S(=O)(=O)c2ccc3ccccc3c2)cc1 (centres undefined)	-12.9	-0.2	2.7	-2.6	3.1	-1.0	-1.9	-1.6	-2.5	-1.2	-0.2
CN(C)S(=O)(=O)c1ccc(Cl)c(C(=O)NC2CCCCCCC2)c1	10.0	0.2	-7.5	-0.4	-5.5	-1.1	-0.7	-0.3	-2.6	1.3	-0.6
Cc1ccc(C(=O)Nc2cc3[nH]c(=O)oc3cc2C)cc1	1.2	0.1	-2.2	3.1	-10.5	-0.2	1.7	-0.5	2.5	-1.6	0.4
Cc1cc(C=C2C(=O)c3ccccc3C2=O)c(C)n1C	4.6	1.1	-8.5	4.5	-2.5	0.0	4.3	-1.4	2.1	-5.5	0.0
Cc1nc(CNS(=O)(=O)c2ccccc2F)cs1	3.9	2.9	2.6	1.2	2.9	-0.9	0.6	0.5	0.3	-2.1	1.2
Cc1cc(C)nc(N/N=C/C2=C(N3CCOCC3)C(=C\c3ccc(Cl)cc3)/CC2)n1	-13.5	-3.2	-36.8	2.9	1.9	-0.9	0.0	0.1	2.5	-1.0	-0.7
CN(C)S(=O)(=O)c1cccc(C(=O)Nc2ccc3c(c2)CCC3)c1	-4.3	2.4	-5.9	2.6	-3.8	0.6	22.1*	1.6	6.9*	1.5	2.4
COc1ccc(NC(=O)CCc2c(C)nc3nc(C)nn3c2C)cc1	4.0	-1.0	2.7	-1.7	3.2	-0.9	-1.3	0.5	2.2	1.5	-0.3
COC(=O)c1cc(Br)c(=O)n(-c2cccc(F)c2)c1	0.5	0.2	-10.5	0.5	5.2	-0.9	0.3	0.1	-1.3	11.4*	0.2
O=S(=O)(NCCN1CCCC1)c1ccc(Cl)cc1	6.8	-3.1	-3.9	1.9	2.9	-1.1	-0.9	0.8	-1.4	-1.5	-0.2
COc1ccc(N2CC(NC(=O)N3CCc4ccccc43)CC2=O)cc1OC (centres undefined)	2.2	-0.6	-6.0	2.0	1.3	-0.6	2.1	1.6	3.5	-0.5	0.3
CN(C1CCS(=O)(=O)C1)S(=O)(=O)c1ccc2ccccc2c1 (centres undefined)	-8.1	-1.4	-6.6	-0.1	-4.0	-1.2	0.4	1.9	-1.9	0.6	-0.1
Cc1cccc(NC(=O)CN2CCSc3ccccc32)c1	11.6	-3.2	-2.9	0.1	0.9	-1.0	-1.8	0.2	0.1	-2.6	-0.2
Cc1ccc2c(c1)[C@@H]1CN(C)CC[C@@H]1N2S(=O)(=O)c1ccc(F)cc1	-9.4	2.8	-6.4	-3.5	-1.6	-1.1	-0.1	1.4	-0.5	0.2	-0.2
O=C1CCC(C(=O)N(CCO)Cc2ccccc2)CN1CCCN1CCOCC1 (centres undefined)	4.4	-3.7	-4.0	2.1	3.6	-1.0	0.0	0.4	1.5	0.7	0.2
CC(=O)c1c(C)[nH]c(=S)c(C#N)c1-c1ccc(Cl)cc1	7.0	-1.5	-0.2	-0.6	1.5	-0.9	-0.3	nt	-0.3	-0.4	-0.1
COCC(=O)N(Cc1cc2ccc(C)cc2[nH]c1=O)c1ccccc1C	-0.8	4.0	-6.5	1.6	2.7	0.1	4.3	0.3	1.0	-0.4	0.0
CN1CCc2ccccc2C1Cc1ccccc1NC(=O)c1sc2ccccc2c1Cl (centres undefined)	8.8	3.7	-10.2	3.4	-1.4	0.7	5.8	2.8	6.6*	0.9	1.3
COc1ccccc1CN1CC(C(=O)N(C)Cc2nc(C)cs2)CCC1=O (centres undefined)	4.3	-0.4	-5.2	-1.1	-5.3	-1.1	-1.0	0.5	0.8	0.3	0.0
O=c1ccn(-c2cccc(C(F)(F)F)c2)nc1-c1ccn(-c2cccc(Cl)c2)n1	-4.0	-0.6	0.5	10.8*	-2.8	-1.8	0.5	0.7	-1.0	0.3	-0.8
O=C(c1ccc(F)cc1)N1CCOC(c2nc(-c3ccc(F)cc3)no2)C1 (centres undefined)	-2.5	1.3	-0.8	3.2	1.1	-1.1	2.6	-0.7	-0.9	2.0	0.1
Oc1cccc2cnccc12	12.2	-4.0	-10.9	-1.3	2.5	-1.0	2.9	0.4	0.1	0.6	0.1
CCOC(=O)N1CCN(c2c(NCCCN3CCCC(C)C3)c(=O)c2=O)CC1 (centres undefined)	-2.5	-1.3	2.8	0.6	0.1	0.1	-2.2	-0.3	0.2	-2.1	0.5
O=Nc1c(O)cc(O)c2ccccc12	-36.8	-4.0	-6.1	0.1	1.2	-0.9	2.5	0.8	3.8	-6.2	0.6
COC(=O)c1cccc(C(=O)N2CCCC(Nc3ccc(C)c(C)c3)C2)c1 (centres undefined)	3.5	-0.8	2.1	2.6	-2.2	-1.0	-0.3	0.1	-1.8	-0.8	0.2
Nc1cccnc1S(=O)(=O)c1cccc(C(F)(F)F)c1	1.0	0.4	-20.2	0.4	3.5	-1.5	-0.3	-0.7	-0.4	-0.3	0.1
COc1n[nH]c(C(=O)NCc2ccccc2)c1[N+](=O)[O-]	-3.3	-3.1	-0.4	0.8	0.9	-1.1	3.3	1.1	-0.8	0.4	-0.9
O=[N+]([O-])c1ccc2c(c1)nc1n2CCN(c2ccccc2)C1	3.1	3.1	-9.2	1.0	5.5	-1.5	5.6	0.6	0.1	-1.5	0.6
CC(C)(C)NS(=O)(=O)c1ccc(Oc2ncc(C(F)(F)F)cc2Cl)cc1	3.5	-3.0	0.8	1.2	1.0	-0.9	0.8	-2.0	-2.5	1.9	-2.2
Cc1c(C(=O)NCC(c2ccco2)N2CCCC2)oc2ccc(Cl)cc12 (centres undefined)	-13.5	0.4	-6.4	1.3	-3.5	-0.8	3.2	1.3	1.8	-0.7	0.1
CC(C)CN(C(=O)CN1CCN(c2ccccc2F)CC1)c1c(N)n(CC(C)C)c(=O)[nH]c1=O	-7.0	1.1	3.0	0.7	-1.7	-1.2	0.5	0.8	0.5	-1.6	0.5
CCn1cc(C(=O)N2CCCCC2)c(=O)c2cc(S(=O)(=O)N3CCC(C)CC3)ccc21	4.1	-2.5	3.6	1.5	-3.0	-1.6	-0.2	2.4	-1.9	2.6	-0.3
Cc1cc(C)n(-c2cc(C(C)(C)C)nc3c(-c4ccccc4)cnn23)n1	1.4	4.0	-41.2	2.6	3.2	-0.3	10.6*	5.2*	3.4	-1.0	2.5
O=C(OCCOc1ccc(Br)cc1)c1ccc(Cl)nc1	1.6	1.2	1.2	-1.1	-1.6	0.7	0.6	3.2	-0.8	0.0	-0.2
CCC1(c2ccc(F)cc2)NC(=O)N(CC(=O)Nc2ccc(C)c(S(=O)(=O)N3CCOCC3)c2)C1=O (centres undefined)	-13.1	-4.9	-2.1	-1.0	2.7	-1.7	-3.2	-0.1	-1.5	0.5	-1.5
Cc1cc(-c2ccccc2)nc(N(C)NC(=O)c2c(F)cccc2F)c1S(C)(=O)=O	-12.7	-0.4	-3.3	0.6	5.8	-1.6	-4.0	-1.2	-0.3	0.2	-0.7
